# S aureus QS inh: S. aureus quorum sensing inhibitors, primary screen, RNAIII-GFP reporter, flow cytometry; S. aureus RN6390 RNAIII-GFP reporter, AIP-induced, flow cytometry 3 h; inhibition, % at 2 µM; 24,000 compounds, 0.3% hits; AID 527, 2006;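 active means share of bacteria positive for the green fluorescent reporter and its mean brightness both inhibited by 50% or more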;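 further: 0% = AIP-stimulated control and 100% = unstimulated bacteria without AIP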
# S aureus QS inh GFP MFI %: also measured in S aureus QS inh; calls as there; inhibition, %; measured here: inhibition of GFP MFI
# An asterisk follows results filed as active. Some of the compounds tested; count on the stated rates, not on these rows.
# Start of the data: the first 21 records, ahead of the listing:
SMILES,S aureus QS inh,S aureus QS inh GFP MFI %
CCN(CC)c1nc(N(CC)CC)[nH]c(=O)n1,-2,-4
COc1ccc(N(CC(=O)Nc2cc(OC)ccc2OC)S(=O)(=O)c2c(C)nn(C)c2C)cc1,12,24
Cn1c(SCCN2CCCCC2)nnc1-c1ccccc1Br,0,-9
CCn1c(SCC(=O)c2ccc(F)cc2)nnc1-c1ccoc1C,-4,-8
COc1cccc(CNC(=O)CCn2c(=O)oc3ccccc32)c1,1,0
COc1ccc(NC(C)=O)cc1NC(=O)CN1CCN(c2ccccn2)CC1,-2,-5
CCOC(=O)C1CCN(C(=O)c2oc3ccc(S(=O)(=O)N4CC(C)CC(C)C4)cc3c2C)CC1 (stereo unspecified),6,12
Cn1c(=O)[nH]c(=O)c2c1ncn2CCN1CCOCC1,-4,-13
CCC(Sc1nc(C)cc(=O)[nH]1)C(=O)Nc1nc2c(s1)CCCC2 (stereo unspecified),-17,-24
Brc1cccc(-c2nnc3sc(CN4CCCCC4)cn23)c1,-3,-6
Cn1c(Cn2c(=O)sc3ccccc32)nnc1SCC(=O)N1CCOCC1,-8,-13
O=C(Nc1cccnc1)c1ccc2snnc2c1,-2,-8
COc1ccccc1N1CCN(C(c2cccs2)C(C)NC(=O)c2cccs2)CC1 (stereo unspecified),10,34
CCOc1ccc(C(C)=O)cc1COc1ccc(-n2cnnn2)cc1,0,12
CC(C)C(=O)Nc1c(C(=O)c2ccc(F)cc2)oc2ccccc12,1,5
CC(=O)Nc1cccc(NC(=O)CSc2nnc(Cc3cccn3C)n2-c2ccc(F)cc2)c1,17,33
CC(=O)c1cc(-c2ccccc2)n(CC(=O)N2CCN(C3CCCC3)CC2)c1C,-1,-4
Cn1c(/C=N/n2cnnc2)nc2ccccc21,-3,-24
CN1CSC2=C(C#N)C(c3cccc(OCc4ccccc4)c3)CC(=O)N2C1 (stereo unspecified),0,-9
COc1ccc(C(=O)N(CN2CCCC2=O)c2ccc(C)cc2)cc1,0,-17
CC(C)(C)n1ncc2c(=O)n(CC(=O)Nc3ccccc3)cnc21,-2,0

# The listing, from the first entry:
SMILES,S aureus QS inh,S aureus QS inh GFP MFI %
CCN(CC)c1nc(N(CC)CC)[nH]c(=O)n1,-2,-4
COc1ccc(N(CC(=O)Nc2cc(OC)ccc2OC)S(=O)(=O)c2c(C)nn(C)c2C)cc1,12,24
Cn1c(SCCN2CCCCC2)nnc1-c1ccccc1Br,0,-9
CCn1c(SCC(=O)c2ccc(F)cc2)nnc1-c1ccoc1C,-4,-8
COc1cccc(CNC(=O)CCn2c(=O)oc3ccccc32)c1,1,0
COc1ccc(NC(C)=O)cc1NC(=O)CN1CCN(c2ccccn2)CC1,-2,-5
CCOC(=O)C1CCN(C(=O)c2oc3ccc(S(=O)(=O)N4CC(C)CC(C)C4)cc3c2C)CC1 (stereo unspecified),6,12
Cn1c(=O)[nH]c(=O)c2c1ncn2CCN1CCOCC1,-4,-13
CCC(Sc1nc(C)cc(=O)[nH]1)C(=O)Nc1nc2c(s1)CCCC2 (stereo unspecified),-17,-24
Brc1cccc(-c2nnc3sc(CN4CCCCC4)cn23)c1,-3,-6
Cn1c(Cn2c(=O)sc3ccccc32)nnc1SCC(=O)N1CCOCC1,-8,-13
O=C(Nc1cccnc1)c1ccc2snnc2c1,-2,-8
COc1ccccc1N1CCN(C(c2cccs2)C(C)NC(=O)c2cccs2)CC1 (stereo unspecified),10,34
CCOc1ccc(C(C)=O)cc1COc1ccc(-n2cnnn2)cc1,0,12
CC(C)C(=O)Nc1c(C(=O)c2ccc(F)cc2)oc2ccccc12,1,5
CC(=O)Nc1cccc(NC(=O)CSc2nnc(Cc3cccn3C)n2-c2ccc(F)cc2)c1,17,33
CC(=O)c1cc(-c2ccccc2)n(CC(=O)N2CCN(C3CCCC3)CC2)c1C,-1,-4
Cn1c(/C=N/n2cnnc2)nc2ccccc21,-3,-24
CN1CSC2=C(C#N)C(c3cccc(OCc4ccccc4)c3)CC(=O)N2C1 (stereo unspecified),0,-9
COc1ccc(C(=O)N(CN2CCCC2=O)c2ccc(C)cc2)cc1,0,-17
CC(C)(C)n1ncc2c(=O)n(CC(=O)Nc3ccccc3)cnc21,-2,0
COc1ccc(C(CNC(=O)c2cc(C)oc2C)N2CCOCC2)cc1 (stereo unspecified),-3,-8
N#Cc1cn(CC(=O)N2CCCC2)c2ccccc12,0,-3
CCOC(=O)N1CCC(NC(=O)CNS(=O)(=O)c2ccc(Br)s2)CC1,-2,-21
COc1ccc(-c2nc3c(c(SCC(=O)N4CCOCC4)n2)COC(C)(C)C3)cc1,-1,-1
Cc1ccc(-c2ccc(=O)n(CCC(=O)NCCN3CCCCC3C)n2)cc1 (stereo unspecified),-1,5
CCOC(=O)c1cccc(NC(=O)CSc2nnc(C3CCCCC3)n2C)c1,0,11
Cc1nc(NCCNC(=O)c2ccco2)c2c(C)c(C)sc2n1,5,12
CC(=O)c1ccc(OCC(O)CN2CCC(C)CC2)cc1 (stereo unspecified),-3,-52
Cc1cc(C(F)(F)F)nc(NCc2ccc(F)cc2)n1,-2,7
Cc1ccc(S(=O)(=O)NCCC(=O)NCc2ccccc2)cc1,-2,4
CC(=O)N1CCC(N(CCCOC(C)C)C(=O)Nc2ccc(Cl)cc2)CC1,-3,-9
CC1CN(c2c3c(nc4ncnn24)CCCC3)CC(C)O1 (stereo unspecified),1,17
CCOC(=O)c1[nH]c(C)c(C(=O)Nc2ccc(C)c(Cl)c2)c1C,5,14
CC(=O)N1CCN=C1SCc1ccc(Br)cc1,-2,13
CCCCC(=O)NCc1ccc2c(c1)cc(C)n2C,-5,-47
COC(=O)c1ccccc1Nc1ccccc1,-2,-22
Cc1ccc(C)c(NC(=O)CC(NCCCN2CCOCC2)C(=O)O)c1 (stereo unspecified),-2,1
CC1(C)CC(=O)C=C(Nc2ccc(OCC(F)(F)C(F)F)cc2)C1,0,0
Cc1cc(C)n(S(=O)(=O)Cc2ccccc2)n1,0,12
COC(=O)C1=C(C)N=C2SCCC(=O)N2C1c1cc(Br)ccc1OC (stereo unspecified),2,4
CCCS(=O)(=O)N1CCN(C(=O)c2cccs2)CC1,-4,-8
O=C(CCNC(=O)Cn1ccc2ccccc2c1=O)NCCCN1CCN(c2ccc(F)cc2)CC1,-2,1
CC1=C(C(=O)Nc2ccccc2)C(c2cccs2)C(C#N)=C(SCC#N)N1 (stereo unspecified),4,23
COc1ccccc1CNC(=O)N[C@@H](Cc1ccccc1)C(=O)O,0,3
O=C(CCn1c(=O)sc2ccccc21)Nc1ccon1,-1,3
OCCNCCCCOc1ccccc1F,0,-4
CCOCCCNC(=O)c1cc2sc(Cl)cc2n1CC,4,33
CC1CCCN(C(=O)CNC(=O)Cn2ccc3ccccc3c2=O)C1 (stereo unspecified),-4,-10
N#Cc1c(NCc2ccccc2)ccnc1NCc1cccnc1,2,4

# The listing continues:
SMILES,S aureus QS inh,S aureus QS inh GFP MFI %
Cc1ccc(C)c(NS(=O)(=O)c2c(C)nn(C)c2C)c1,-5,-26
COC(=O)c1nnn(CC(=O)Nc2ccc(C)c(F)c2)c1C(=O)OC,-2,-15
O=C(O)C1CCCCN1S(=O)(=O)c1ccc(Cl)s1 (stereo unspecified),-5,-4
CC1(C)CC(=O)C2=C(C1)N1CCCCC1CC2=O (stereo unspecified),0,10
O=C1c2ccccc2C(=O)N1CCN1CCCCC1,-6,-27
O=C(NC1CCCCCCC1)C1CCN(c2nc3ccccc3o2)CC1,1,18
COc1ccc(NC(=O)NCCCN2CCCC2=O)cc1,-2,1
Cn1c(=O)c2cc(S(=O)(=O)NCCC(=O)Nc3ccc(Cl)cc3)ccc2n(C)c1=O,4,12
CC1Cc2ccccc2N1C(=O)CCNS(=O)(=O)c1cccc2nsnc12 (stereo unspecified),-2,-25
CCC(C)NC(=O)C(Cc1ccccc1)n1cccc1 (stereo unspecified),17,25
CC(=O)Nc1c(I)c(NC(C)=O)c(I)c(C(=O)O)c1I,-2,-10
COc1ccc(-c2nnc3sc(C(C)N4C(=O)c5ccccc5C4=O)nn23)cc1 (stereo unspecified),-1,-3
COCCN(CC(=O)Nc1ccccc1C)S(=O)(=O)c1ccc(S(=O)(=O)N2CCCC2)cc1,0,-16
COc1ccc(C(=O)N2CCN(S(=O)(=O)c3cc(Cl)ccc3OC)CC2)cc1,0,5
O=C(Nc1cnn(Cc2ccc(Cl)cc2Cl)c1)c1cc(-c2cccs2)on1,8,30
O=C(NCCN1CCC(Cc2ccccc2)CC1)C1CCCN(S(=O)(=O)c2cnc[nH]2)C1 (stereo unspecified),0,8
O=C(Cc1coc(-c2ccc(F)cc2)n1)NCc1ccccc1,0,11
N#CC1=C(N)n2c(s/c(=C\c3ccco3)c2=O)=C(C#N)C1c1ccco1 (stereo unspecified),-1,4
COC(=O)C1=C(C)NC(=O)NC1c1ccc(OCC(=O)N2CCCCC2)cc1 (stereo unspecified),7,28
CC(=O)C1C(c2cn(-c3ccccc3)nc2-c2cccs2)NC(=O)NC1(O)C(F)(F)F (stereo unspecified),8,21
O=C(Nc1ccccc1C(=O)N1CCCC1)c1cccc(S(=O)(=O)N2CCCCC2)c1,-11,-14
Cn1cccc1Cc1nnc(SCC(=O)Nc2cccc(Cl)c2)n1-c1ccc(F)cc1,-10,-23
O=C(O)c1cc2c([nH]c1=O)CCCC2,4,11
CC(=O)c1ccc(OCC(O)CN2CCN(Cc3ccc4c(c3)OCO4)CC2)cc1 (stereo unspecified),0,7
CCC(=O)N1c2ccccc2-c2nnc(SC)nc2OC1c1ccc(N(C)C)cc1 (stereo unspecified),-3,-55
CC1CCc2c(C(=O)NCCCN3CCOCC3)csc2C1 (stereo unspecified),2,3
O=c1cc(N2CCN(Cc3ccccc3)CC2)[nH]c(=O)n1-c1cccc(C(F)(F)F)c1,11,12
COc1ccc(NC(=O)N(C2CCCCC2)C2CCN(C(C)C)CC2)c(OC)c1,0,-7
COc1ccc2c(c1)CCc1c(C(=O)NCc3cccnc3)noc1-2,-3,-1
CCOC(=O)CCNC(=O)Nc1ccc2nc(C)n(Cc3ccccc3Cl)c(=O)c2c1,0,-14
CN(C)c1ccc(C2C3=C(CCCC3=O)OC3=C2C(=O)CCC3)cc1,0,17
Nc1ccc(-n2ccnc2)cc1,-1,-7
COc1ccccc1C(=O)n1nc(-c2ccc(Cl)cc2)nc1N,0,-6
COCCNC(=O)c1cc2c(-c3ccccc3F)nn(C)c2s1,2,23
Cc1nc2ccccc2c2oc(C(=O)NCc3ccc4c(c3)OCO4)cc12,-1,0
Cc1ccc(S(=O)(=O)NCc2cn3ccsc3n2)c(C)c1,-3,-3
Cc1onc(-c2ccccc2Cl)c1C(=O)Nc1cccc(-c2cn3cccnc3n2)c1,4,10
COc1ccccc1-n1c(SCC(=O)Nc2ccccc2F)nc2[nH]ncc2c1=O,5,17
CCOc1ccc(CCNC(=O)C2CCN(S(=O)(=O)N3CCOCC3)CC2)cc1OCC,-3,-9
CCC(C)NC(=O)CN1C(=O)CC(C)(C)S(=O)(=O)c2ccccc21 (stereo unspecified),0,14
COc1ccc(-c2cc(C(=O)N3CC4(C)CC3CC(C)(C)C4)no2)cc1OC (stereo unspecified),9,31
COc1ccc(C2CC(=O)N3C(=C2C#N)SCC3(O)c2ccccc2)cc1 (stereo unspecified),-1,-11
O=C(c1c[nH]c2ccc(S(=O)(=O)N3CCOCC3)cc2c1=O)N1CCN(c2ccccn2)CC1,-1,7
CCCC(C)c1nnc(NC(=O)C2CCCO2)s1 (stereo unspecified),-2,2
CCOc1ccccc1NC(=O)CCN1CCN(S(=O)(=O)c2ccc(Br)cc2)CC1,-1,-7
COc1cccc(NC(=O)C2CCCN(S(=O)(=O)c3cccc4nsnc34)C2)c1 (stereo unspecified),7,10
COc1ccccc1CNC(=O)c1oc2ccc(S(=O)(=O)N3CCCC3)cc2c1C,1,5
COC(=O)CNC(=O)c1c(C)cc(=O)oc1C,1,-11
Cc1ccccc1NC(=O)NCCCN1CCN(C2CCCCC2)CC1,-1,-14
CCOC(=O)N1CCN(C(=O)c2nn(-c3cc(OC)cc(OC)c3)c(=O)c3ccccc23)CC1,44,30

# (more compounds)
SMILES,S aureus QS inh,S aureus QS inh GFP MFI %
CCOC(=O)c1ccc2[nH]c3c(c2c1)CCCCC3=O,0,4
O=C(NCCN1CCc2ccccc2C1)C1CCN(S(=O)(=O)N2CCC3(CC2)OCCO3)CC1,-2,-12
Cc1ccc(NC(=O)c2ocnc2C)cc1Cl,-20,-51
O=C(c1ccc(CS(=O)(=O)c2ccc(Br)cc2)o1)N1CCOCC1,-4,-9
O=C(c1cc2ccccc2oc1=O)N1CCSC1c1ccco1 (stereo unspecified),-2,2
COC(=O)c1ccc(-c2cc(C(=O)O)c3cc4c(cc3n2)OCCO4)cc1,0,-4
CCC1C(=O)n2nc(-c3ccccc3)cc2N=C1C (stereo unspecified),2,19
O=C(CC(Cc1ccccc1)C(=O)O)NCCc1ccc2c(c1)OCO2 (stereo unspecified),0,3
CCCCc1ccc(NC(=O)c2c(C)noc2C)cc1,-1,-4
Cc1cc(Cl)c(S(=O)(=O)Nc2ccc3c(c2)OCCO3)cc1OCC(N)=O,-1,-17
CC1=C(C(=O)NC2CCCC(C)C2C)C2(CCCCC2)OC1=O (stereo unspecified),4,-1
Cc1ccc(-c2noc(C3CCCN(C(=O)c4ccccc4)C3)n2)o1 (stereo unspecified),0,3
COc1ccc(-c2cc(CCCC(=O)NCCc3ccc(OC)cc3OC)no2)cc1,0,-12
O=C(Nc1nc(-c2nc3ccccc3s2)cs1)c1ccc(S(=O)(=O)N2CCOCC2)cc1,3,16
CC(C)CC(NC(=O)C1CCC(C)CC1)C(=O)N1CCN(c2ccccn2)CC1 (stereo unspecified),4,16

# Single records, from the list above. Screens in order: S aureus QS inh	S aureus QS inh GFP MFI %
# Record of Cn1c(=O)[nH]c(=O)c2c1ncn2CCN1CCOCC1 : -4	-13
# Record of CC(C)(C)n1ncc2c(=O)n(CC(=O)Nc3ccccc3)cnc21 : -2	0

# High-throughput results from PubChem BioAssay.
